NOD2-RIPK2 inh: NOD2-RIPK2 protein interaction inhibition; O43353; AID 624267; 360,000 tested, 0.38% active; inhibition, % at 4.98 µM; CHO BLA complementation NOD2-RIPK2, CCF4 ratio; in the data active = inhibition above about 21%;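 note: 0% = vehicle only and 100% = reference blocker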
Exocytosis inh: blocks lytic granule exocytosis; inhibition, % at 10 µM; TALL-104 LAMP-1 surface exposure, flow cytometry; cells stimulated with thapsigargin and PMA; 360,000 tested, 0.66% active;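 active = inhibition above about 55%, limit read from the data; inconclusive = no clear call, values can overlap the other calls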
N-glyco inh: blocks N-linked glycosylation in D54 reporter cells; D54 ERlucT glycosylation luciferase reporter, 24 h; percent of 100 nM tunicamycin response; reporter increase, % at 12.5 µM; 360,000 tested, 0.23% active; AID 588692;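 active = mean luciferase reporter signal, scaled so untreated is 0 and the glycosylation-blocking control 100, at or above a set limit in every replicate; inconclusive = mean reaches the limit but not every replicate does; inactive = mean below the limit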;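 note: luciferase carries N-glycosylation sites so blocking glycosylation raises the light; 0% = median of neutral control wells and 100% = median of 100 nM tunicamycin wells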
Vif inh: HIV Vif inhibition | HEK293T cells, Vif self-association by quenched fluorescence, imaging, 24 h | inhibition, % at 7.49 µM | 340,000 tested, 0.35% active | AID 602346; in the data active = inhibition above about 50%, passing the limit was not always enough; inconclusive = no clear call, values can overlap the other calls; inactive = below about 31%; note: some results filed as inactive read as strong as hits
MC4R barr agon: activates human MC4R beta-arrestin recruitment; P32245; U2OS MC4R beta-arrestin complementation, luminescence; percent of melanotan II response, DMSO zero; activation, % at 8.9 µM; 360,000 tested, 0.98% active;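 active = activation above a per-plate cutoff, the mean activation of sample wells on that plate plus 3 SD, cut at about 8% in these data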
ABCB6 inh MLPCN: blocks the human ABCB6 transporter; Q9NP58; K562-ABCB6 porphyrin accumulation, flow cytometry, 1 h; stronger effect = lower value; fluorescence ratio to DMSO, % at 10 µM; 360,000 tested, 0.19% active; AID 602162;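 active = fluorescence ratio to DMSO below 75%, the collection mean minus 3 SD; inconclusive = too few cells collected in the well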;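 note: signal is porphyrin accumulated inside mitochondria; 100% equals median channel fluorescence of DMSO control wells; lower ratio means ABCB6 inhibition with less porphyrin fluorescence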
Target sequence (Q9NP58 whole entry, looked up): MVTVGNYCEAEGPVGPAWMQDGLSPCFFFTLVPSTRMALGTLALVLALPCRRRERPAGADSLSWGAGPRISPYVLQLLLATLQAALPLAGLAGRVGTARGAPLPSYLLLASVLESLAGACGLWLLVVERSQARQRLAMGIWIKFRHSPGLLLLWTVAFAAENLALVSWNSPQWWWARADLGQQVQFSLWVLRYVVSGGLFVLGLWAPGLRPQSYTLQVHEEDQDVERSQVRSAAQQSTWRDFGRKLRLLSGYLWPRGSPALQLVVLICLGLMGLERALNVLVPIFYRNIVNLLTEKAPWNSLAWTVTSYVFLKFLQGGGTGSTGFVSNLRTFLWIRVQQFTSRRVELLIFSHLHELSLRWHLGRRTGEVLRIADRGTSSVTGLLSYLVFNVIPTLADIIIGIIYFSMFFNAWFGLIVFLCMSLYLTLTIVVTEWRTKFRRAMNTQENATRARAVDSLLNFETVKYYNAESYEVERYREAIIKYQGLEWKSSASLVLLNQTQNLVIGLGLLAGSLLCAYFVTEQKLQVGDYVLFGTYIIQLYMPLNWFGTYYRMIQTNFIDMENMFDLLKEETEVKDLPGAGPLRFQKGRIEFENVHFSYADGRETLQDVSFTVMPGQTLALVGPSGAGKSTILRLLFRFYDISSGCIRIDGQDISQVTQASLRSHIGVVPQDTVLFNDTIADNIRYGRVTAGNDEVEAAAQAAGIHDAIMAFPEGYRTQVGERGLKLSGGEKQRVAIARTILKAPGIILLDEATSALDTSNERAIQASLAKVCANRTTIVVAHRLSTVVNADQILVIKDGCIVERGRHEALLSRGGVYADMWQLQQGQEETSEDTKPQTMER
TLR9-MyD88 inh: TLR9-MyD88 interaction inhibition | CHO BLA complementation TLR9-MyD88, CCF4 FRET ratio | AID 504734 | 340,000 tested, 0.21% active | inhibition, % at 4.98 µM | Q9NR96+Q99836;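 active = inhibition above the mean over all tested compounds plus 3 SD, cut at about 21% in these data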;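 note: 0% = DMSO only wells and 100% = clavulanate BLA inhibitor control wells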
aDG glyco up: increases alpha dystroglycan glycosylation. activation, % at 10 µM. 360,000 tested, 0.22% active. Pro5-aDG cells, alpha-DG glycosylation AlphaScreen (IIH6); 0% Pro5, 100% B10-LARGE cell signal. AID 624168;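 active = activation of at least 8% versus controls, or a plate z-score of at least 8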;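 note: Pro5 are CHO cells carrying HIG-tagged alpha-DG that lacks glycosylation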
ABHD5-PLIN5 inh: inhibitors of human ABHD5-perilipin-5 interaction. Split G. princeps luciferase complementation, luminescence, 4 h. 360,000 tested, 0.78% active. AID 602281. inhibition, % at 4 µM. Q00G26+Q8WTS1;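 active = inhibition above the mean inhibition across every tested compound plus 3 SD, cut at about 22% in these data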;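 note: 0% = DMSO only wells and the 100% control is not disclosed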
MC4R antag cAMP: human MC4R antagonism in cAMP assay; P32245; MC4R-expressing cells, MTII-stimulated cAMP, LANCE TR-FRET; inhibition, % at 6.5 µM; 360,000 tested, 0.48% active;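 active = inhibition above its plate's cutoff, the mean of tested wells on that plate plus 3 SD, cut at about 29% in these data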;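 note: 0% = Melanotan II alone and 100% = Melanotan II plus saturating MCL0020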
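System – human MC4R-expressing U2OS cells · Also added – Melanotan II · Dosing – one concentration, 6.5 µM nominal · Timing – 30-min compound, 1-h challenge, 1-h detection, room temperature · Measured by – Eu-cAMP/anti-cAMP TR-FRET, emission 671 nm · Replicates – singlicate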
Starred values were filed as active, the others as inactive; ? = inconclusive; . = no result given. This is a subset (hit frequency here may not be typical).

SMILES	NOD2-RIPK2 inh	Exocytosis inh	N-glyco inh	Vif inh	MC4R barr agon	ABCB6 inh MLPCN	TLR9-MyD88 inh	aDG glyco up	ABHD5-PLIN5 inh	MC4R antag cAMP
CC1CC(C)CN(CC(O)COCc2ccccc2)C1 (stereo unspecified)	4	7	1	16	-0.6	102	-3	-0.1	1	3
Cc1ccc(NC(=O)C2CCN(C(=O)c3ccco3)CC2)cc1C	-10	-10	2	10	1.3	96	-15	0.3	-3	8
COC(=O)Cn1cnc(=O)c(C#N)c1/C=C/N(C)C	5	-4	1	2	0.4	94	3	0.0	-7	8
CCn1nc(NC(=O)C2CCCO2)c2cc3cccc(C)c3nc21 (stereo unspecified)	-2	-5	3	5	-2.2	97	.	0.0	-6	-2
CC(=O)NCc1cc(-c2nn(C)c(=O)c3ccccc23)ccc1C	4	-2	6	5	-1.2	96	3	-0.2	-2	8
Cc1ccc(OCCCCCCN2CCNCC2)c(Br)c1	-16	20	-15	25	1.5	95	2	1.0	8	-3
Cc1cc(NC(=O)COc2ccc3ccccc3c2Br)no1	12	15	-1	?	3.7	93	1	-0.2	-5	46*
O=C(Cc1ccccc1Cl)N1CCN(c2ccccn2)CC1	-7	2	0	1	-1.3	104	4	0.0	1	12
Cc1ccccc1CC(=O)NCCN1CCOCC1	0	-6	1	-2	-1.1	97	-12	-0.1	-4	-2
CN(CC(=O)NC1CCCCCCC1)S(=O)(=O)c1cccc2cccnc12	-16	-2	-2	-5	-0.3	100	-1	0.0	3	7
Cc1cc(Nc2ccc(Br)cc2F)n2ncnc2n1	7	-4	3	2	-1.4	102	-11	-0.2	6	5
COc1ccc(N2C(=NC(=O)C3CCCO3)SC3CS(=O)(=O)CC32)cc1 (stereo unspecified)	-5	0	1	-3	-0.3	97	-9	0.0	1	13
CCOC(=O)N1CCC(Nc2cccc(SC)c2)CC1	1	-3	0	-1	0.0	93	-6	0.5	0	11
O=C(Cn1ncc2c(=O)oc3ccccc3c21)NCCN1CCN(c2ccccc2F)CC1	5	3	0	-3	0.8	96	2	-0.3	-3	6
COc1ccc(/C(=C/Nc2cccc(Br)c2)C(C)=O)cc1OC	-9	-6	2	4	-2.9	101	0	-0.3	4	5
COc1cccc(C(=O)NNC(=O)C(=O)Nc2ccc(OC)cc2OC)c1	-10	3	0	5	-2.7	101	4	-0.2	3	10
CC(=O)N(CCCN1CCOCC1)Cc1ccncc1	-8	0	3	.	-0.6	87	-7	-0.1	1	-3
O=C1c2cc(Cl)ccc2OC2(CCNCC2)C12CC(c1ccc(Cl)cc1)=NO2 (stereo unspecified)	2	4	-1	.	3.3	98	-2	0.5	11	1
COc1ccc(C2CC(=O)N3CN(c4ccc(C)c(Cl)c4)CSC3=C2C#N)cc1 (stereo unspecified)	3	-3	1	-4	-1.1	95	-1	0.0	-23	7
Cc1cccc(N2CCN(Cc3cc(=O)n4ccsc4n3)CC2)c1C	-12	-3	-2	-3	-0.4	111	-14	0.5	4	10
Cc1ccc(S(=O)(=O)Nc2ccc(NC(=O)CN3CCCCC3)c(Cl)c2)cc1	12	2	-1	-2	2.3	99	2	-0.6	-8	5
O=C(N/N=C/c1cccc(Oc2ccccc2)c1)c1cccc(O)c1	13	-2	0	-2	-2.8	101	-1	0.0	-2	-3
O=S(=O)(NCCOc1ccccc1F)c1ccc(Cl)cc1F	4	1	1	17	0.3	98	-10	-0.1	1	4
O=C(CCN1CCN(C/C=C/c2ccccc2)CC1)Nc1ccc(Cl)cc1	-11	5	1	-2	-0.8	99	-7	0.1	3	8
Cc1cccc(NC(=O)NCC(c2ccc(F)cc2)N2CCN(C)CC2)c1 (stereo unspecified)	1	10	-1	-5	0.2	94	-13	0.0	1	1
O=C(NNC(=S)Nc1ccc(OC(F)F)cc1)c1cc2c(s1)CCCC2	-11	-8	3	14	-0.2	107	-3	0.2	0	13
COc1ccc(CCN(C)C(=O)CCNC(=O)c2ccc(Br)cc2)cc1OC	2	-1	-2	.	-0.2	93	-7	0.5	2	0
COc1cccc(CNC(=O)CCNS(=O)(=O)c2ccc3[nH]c(=O)oc3c2)c1	-1	2	1	-4	-3.1	106	-2	-0.2	0	2
CC(OC(=O)c1cccn1C)C(=O)Nc1ccc2c(c1)OCO2 (stereo unspecified)	7	-4	-2	-2	-0.5	95	6	0.0	5	7
CC(Sc1nnc2n1CCCCC2)C(=O)Nc1ccccc1[N+](=O)[O-] (stereo unspecified)	-7	-1	-2	-13	0.6	101	-23	-0.2	8	8
Cc1cccc(NS(=O)(=O)c2ccc(-c3cnc(C4CC4)o3)cc2)c1C	26*	7	1	28	-1.3	101	2	0.1	0	-16
COc1ccc(OC)c(C2C(C(=O)c3ccc(C)o3)=C(O)C(=O)N2CCN2CCOCC2)c1 (stereo unspecified)	-8	-2	3	-3	-0.3	97	0	-0.1	2	2
CC1(C2CC2)NC(=O)N(CC(=O)N2CCN(S(=O)(=O)c3ccc(F)c(F)c3)CC2)C1=O (stereo unspecified)	6	-3	1	15	0.2	97	-12	-0.3	-9	1
CC(=O)N1CCOc2ccc(S(=O)(=O)N3CCN(c4cc(C)ccc4C)CC3)cc21	0	-1	-1	7	-3.6	102	-4	0.0	1	2
CN(C)S(=O)(=O)N1CCC(CO)(CCc2ccccc2)CC1	3	-2	-1	2	-1.8	93	-7	-0.3	2	0
COc1ccc(CC(=O)N2CCc3cc(OC)c(OC)cc3C2O)cc1OC (stereo unspecified)	-7	-1	-1	-4	-1.0	96	8	0.0	5	10
O=C(NC(=S)Nc1ccc(Cl)cc1)c1ccccc1	-3	-6	2	.	-0.7	102	8	0.0	-3	-1
CC(=O)C[C@H]1c2cc(C(F)(F)F)ccc2S(=O)(=O)N1C1CCCCC1	-2	-5	4	-7	0.8	100	0	0.4	9	5
CCn1c(SCC(N)=O)nnc1-c1ccco1	-6	-2	1	-7	3.1	95	6	-0.1	2	-4
CC(C(=O)NC1CC1)c1ncc(C(F)(F)F)cc1Cl (stereo unspecified)	-8	0	3	-10	-1.9	109	-1	0.2	2	0
CC(OC(=O)c1ccc2c(c1)NC(=O)CS2)C(=O)c1ccc(F)cc1 (stereo unspecified)	-6	-10	-1	2	1.5	101	-5	0.2	-4	14
CCOC(=O)c1c(CN2CCC(C)CC2)oc2ccc(OC)cc12	4	-1	-4	-1	0.4	93	8	0.0	-6	-1
CC(OC(=O)c1ccc2c(=O)n3c(nc2c1)CCCCC3)C(=O)Nc1ccc(Cl)cn1 (stereo unspecified)	-1	0	0	-10	-2.4	88	7	-0.4	-1	9
CC(c1ccccc1)n1cc(C(=O)NCc2ccncc2)nn1 (stereo unspecified)	-3	-2	4	?	1.6	103	-6	-0.2	0	-2
Cc1cccc(OCCCn2ccnc2)c1	-5	-1	-1	1	0.8	100	-3	-0.4	2	12
COc1cc(NC(=O)N[C@H](C(=O)O)C(C)C)cc(OC)c1	-11	-2	-1	-6	0.7	105	-5	0.1	3	12
Cc1ccnc(NC(=O)c2c(-c3ccccc3Cl)noc2C)c1	7	-2	-2	-23	-1.9	88	7	0.0	-4	6
CCc1ccc(NC(=O)NCc2ccccn2)cc1	0	-1	0	4	-2.4	99	7	-0.1	-3	0
CCOC(=O)CC1(NC(=O)c2cc(COc3ccc(F)c(F)c3)on2)CCCCC1	0	-3	0	-1	-0.2	100	5	0.3	-9	-3
N#CC1(NC(=O)Cn2cc(C(F)(F)F)ccc2=O)CCCC1	3	-12	1	-7	-0.5	98	-10	-0.4	-8	-1
CCNC(=S)N1CCC(C(=O)c2ccc3c(c2)OCCO3)CC1	4	-1	1	37	-1.3	98	-7	0.0	-2	6
COc1ccccc1C1CCN(Cc2cccc([N+](=O)[O-])c2)CC1	2	8	-3	16	0.6	102	3	0.0	0	4
CCOC(=O)c1sc(NC(=O)COC(=O)C(CCSC)NC(C)=O)nc1C (stereo unspecified)	5	-3	2	2	-0.3	97	6	-0.1	-1	13
COc1ccc(S(=O)(=O)NCC2CCCN(C(=O)C3CCCC3)C2)cc1 (stereo unspecified)	5	-1	0	-8	-3.2	97	-2	0.0	-3	-2
CCOC(=O)[C@]12CCC=C1N(CCC1=CCCCC1)C(=O)[C@H](CC(=O)N1CCCCC1)C2	-4	0	.	.	.	96	.	0.0	0	.
CCCCNC(=O)C(Sc1ccccc1)c1ccccc1 (stereo unspecified)	3	-3	-1	0	-1.7	97	2	-0.4	-4	8
CCc1nnc(NC(=O)c2ccc(S(=O)(=O)N3CCc4ccccc4C3)cc2)s1	-6	2	1	-2	0.6	104	0	-0.1	-5	1
CSc1nc(N2CCN(Cc3ccc4c(c3)OCO4)CC2)c2ccccc2n1	3	22	-4	10	-0.2	100	-13	0.1	10	6
CCOC(=O)c1c(C)[nH]c(C(=O)CSc2nc3ccccc3o2)c1C	-15	-2	1	-6	3.1	96	-1	-0.3	4	-2
COc1cccc(-c2ccc3c(c2)O[C@H](CN(C)C(=O)c2ccccc2F)[C@H](C)CN([C@H](C)CO)S3(=O)=O)c1	-4	-3	1	11	-0.3	96	-7	0.1	0	26

Later entries:
SMILES	NOD2-RIPK2 inh	Exocytosis inh	N-glyco inh	Vif inh	MC4R barr agon	ABCB6 inh MLPCN	TLR9-MyD88 inh	aDG glyco up	ABHD5-PLIN5 inh	MC4R antag cAMP
COc1ccc(C(CNC(=O)c2ccco2)N2CCCCC2)cc1 (stereo unspecified)	-16	-1	-1	-1	-1.4	102	.	0.1	-7	9
COc1cc(/C=N/NC(=O)c2ccc(CSc3nncn3C)cc2)ccc1OCC(=O)N1CC(C)OC(C)C1 (stereo unspecified)	-11	-5	0	13	-1.5	96	-9	0.0	1	-2
OCC[C@H]1C[C@H](O)[C@@H](O)[C@]2(CCCc3ccccc3O2)O1	-1	1	0	10	-2.2	99	5	0.1	10	4
NC(=O)[C@@H]1CCCN1Cc1nc(Cc2ccccc2Cl)no1	-5	5	-1	11	-0.3	86	5	0.6	2	-7
Cc1ccsc1/C=N/NC(=O)CSCc1ccc(Cl)cc1	-3	0	-3	-4	3.4	95	-11	0.0	-6	5
COc1ccc(CCNC(=O)CN(Cc2ccc(Cl)cc2)S(C)(=O)=O)cc1OC	1	0	4	-4	-0.4	94	-5	0.1	0	24
Cc1ccc(Cc2nnc3n(-c4ccccc4)nc(C(=O)c4ccccc4)n3c2=O)cc1	-9	-1	0	0	8.0	96	1	-0.1	2	11
O=c1ncccn1C1OC(CO)C(O)C1O (stereo unspecified)	-8	9	-1	.	.	98	.	-0.1	3	.
Cc1ccc(NC(=O)/C=C/c2cccc([N+](=O)[O-])c2)nc1	-3	-2	-1	14	-2.0	89	7	-0.4	1	11
Cc1ccc2cc(C#N)c(SCC(=O)NCC3CCCO3)nc2c1 (stereo unspecified)	-3	-1	1	-1	1.6	102	-6	0.1	-1	14

Bioassay records deposited in PubChem by several laboratories.
